GLS inh = glutaminase GLS (human) inhibition; AID 624170; GLS enzymatic activity, qHTS titration; 0.21% of 410,000 active; Potency, µM (highest dose often 45.5 µM), for inactives: top-dose activity change, negative = inhibition, most hits filed as inhibitors; further: on the % scale 0 is the no-effect control and ±100 the full control effect
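Read-out is an Amplex red fluorescence increase coupled through glutamate oxidase and HRP, measured before and after 30 min room-temperature incubation. hKGA is in 45 mM KH2PO4 (pH 8.2) with 0.02% Tween-20; glutamine added as 1mM solution.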
Pol iota inh = DNA polymerase iota (human) inhibition; Q9UNA4; Pol iota fluorescent replication assay, 10 min; Potency, µM (top dose mostly 115 µM), for inactives: at the highest dose activity, negative = inhibition, actives largely listed as inhibitors; 1% of 390,000 active; AID 588590
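Fluorescent replication assay read twice, at 0 min and 10 min after adding 50 nM (final) substrate. Enzyme (10 nM) and compounds were first incubated 15 min at room temperature; enzyme-free buffer wells were negative controls.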
BLM inh = blocks DNA unwinding by human BLM helicase; P54132; recombinant BLM DNA unwinding, fluorescence dequenching; Potency, µM (series often up to 56.1 µM), for the others: at the highest dose activity change, negative = inhibition, actives largely listed as inhibitors; 0.2% of 350,000 active; AID 2528;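 further: plate controls were vehicle for no effect and no enzyme for full effect; nearly all actives have a fitted effect of over 35% in size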
Target sequence (P54132 whole entry, looked up): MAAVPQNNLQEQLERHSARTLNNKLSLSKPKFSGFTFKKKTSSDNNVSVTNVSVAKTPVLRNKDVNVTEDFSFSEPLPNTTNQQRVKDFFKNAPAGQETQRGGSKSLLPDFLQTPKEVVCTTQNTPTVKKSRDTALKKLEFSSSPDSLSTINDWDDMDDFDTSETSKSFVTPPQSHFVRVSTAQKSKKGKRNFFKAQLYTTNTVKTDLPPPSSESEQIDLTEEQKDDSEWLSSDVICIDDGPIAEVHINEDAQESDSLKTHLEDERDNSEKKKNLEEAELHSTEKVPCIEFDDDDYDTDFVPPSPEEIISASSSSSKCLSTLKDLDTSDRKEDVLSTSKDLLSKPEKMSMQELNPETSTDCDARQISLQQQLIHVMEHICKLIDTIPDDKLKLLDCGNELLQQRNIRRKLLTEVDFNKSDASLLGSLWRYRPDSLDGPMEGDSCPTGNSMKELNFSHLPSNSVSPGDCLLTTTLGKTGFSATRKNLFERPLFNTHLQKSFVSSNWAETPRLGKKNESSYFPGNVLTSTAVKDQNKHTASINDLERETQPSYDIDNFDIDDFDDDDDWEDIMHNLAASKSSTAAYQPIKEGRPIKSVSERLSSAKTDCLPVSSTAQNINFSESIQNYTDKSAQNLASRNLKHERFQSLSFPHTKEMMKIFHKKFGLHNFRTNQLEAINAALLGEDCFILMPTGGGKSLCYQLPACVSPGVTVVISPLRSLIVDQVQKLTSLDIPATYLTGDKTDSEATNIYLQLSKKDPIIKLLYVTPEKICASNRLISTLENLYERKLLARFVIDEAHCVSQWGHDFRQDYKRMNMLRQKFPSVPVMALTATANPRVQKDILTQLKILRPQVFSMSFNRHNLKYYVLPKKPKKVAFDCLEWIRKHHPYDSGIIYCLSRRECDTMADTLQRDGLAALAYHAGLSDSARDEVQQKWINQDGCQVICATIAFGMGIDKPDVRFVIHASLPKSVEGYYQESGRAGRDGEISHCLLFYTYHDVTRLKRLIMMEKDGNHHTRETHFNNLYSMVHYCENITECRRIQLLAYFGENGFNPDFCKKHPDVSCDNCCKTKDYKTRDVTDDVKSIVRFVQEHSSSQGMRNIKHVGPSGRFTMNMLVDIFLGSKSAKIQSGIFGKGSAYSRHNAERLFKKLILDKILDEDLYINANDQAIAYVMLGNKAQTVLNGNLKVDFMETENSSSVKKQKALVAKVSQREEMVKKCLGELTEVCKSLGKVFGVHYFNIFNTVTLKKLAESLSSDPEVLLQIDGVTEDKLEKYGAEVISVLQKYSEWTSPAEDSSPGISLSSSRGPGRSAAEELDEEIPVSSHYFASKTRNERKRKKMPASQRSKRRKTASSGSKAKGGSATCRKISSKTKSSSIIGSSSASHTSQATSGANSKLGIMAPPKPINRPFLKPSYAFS
BAZ2B inh = blocks human BAZ2B; Q9UIF8; AlphaScreen BAZ2B-H3K14Ac peptide displacement; Potency, µM (highest dose often 114 µM), inactives show top-dose activity change, negative = inhibition, hits mostly inhibitors; 4.4% of 360,000 active; further: on the % scale 0 is the no-effect control and ±100 the full control effect; nearly all actives have a fitted effect of over 60% in size
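Compounds, titrated to a top concentration of 110 uM, were incubated 30 min at room temperature with preformed BAZ2B/acetyl-K14 H3 peptide complex (50 nM each). Proximity signal was measured by AlphaScreen after 20 min with beads.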
Pin1 inh = inhibitors of human Pin1 | Pin1 FP peptide displacement, HiFluor488, 10 min | Potency, µM (top dose mostly 115 µM), without a hit: top-dose activity, negative = inhibition, most hits filed as inhibitors | 0.009% of 390,000 active; active means well fitted inhibition curve with a large enough effect in the polarisation, with a control signal flat, not every such curve was filed as active; inconclusive means small, poorly fitted or top-dose-only effect, or effect the other way, or a change in a side signal; inactive means no such curve, though single readings can be large or run the other way; the % refers to the polarisation; further: on the % scale 0 is the no-effect control and ±100 the full control effect
JMJD2A Tudor inh = inhibitors of human JMJD2A Tudor domain. O75164. AlphaScreen JMJD2A-Tudor / H3K4me3 peptide binding. Potency, µM (titrated, usually from 114 µM), inactives show at the top dose activity change, negative = inhibition, usual class: inhibitors. 4.4% of 390,000 active. AID 504339; further: on the % scale 0 is the no-effect control and ±100 the full control effect; nearly all actives have a fitted effect of over 50% in size
Tb PGK inh = inhibitors of T. brucei phosphoglycerate kinase | P07378 | PGK/GAPDH coupled, Kinase-Glo luminescence, 60 min | Potency, µM (top dose mostly 57.5 µM), for the others: at the top dose activity change, negative = inhibition, hits mostly inhibitors | 0.043% of 380,000 active | AID 602233; further: on the % scale 0 is the no-effect control and ±100 the full control effect; nearly all actives have a fitted effect of over 60% in size
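Luminescent ATP detection (Kinase-Glo Plus) follows a 60-minute room-temperature incubation, with wells lacking PGK as controls. Buffer: 100 mM TEA (pH 7.6), 5 mM MgCl2, 0.01% Tween-20. Coupling enzyme GAPDH (100 nM final) supplies unstable 1,3-BPG in-well.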
HP1b chromo inh = blocks HP1-beta chromodomain binding to methylated histone tails. AlphaScreen HP1-beta / biotin-H3K9me3 peptide binding. Potency, µM (highest dose often 114 µM), for inactives: top-dose activity change, negative = inhibition, hits mostly inhibitors. 0.56% of 390,000 active. AID 540317; further: nearly all actives have a fitted effect of over 70% in size; inactives centre near 23
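AlphaScreen: HP1-beta (50 nM) preformed 30 min with biotin-H3(1-18)K9me3 peptide (50 nM) in PBS pH 7.4, 0.01% Tween-20. Compound added for 30 min at RT, then streptavidin donor/nickel chelate acceptor beads (10 ug/mL) for 30 min.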
G9a block = blocks human histone lysine methyltransferase G9a; Q96KQ7; G9a H3K9 monomethylation, AlphaScreen, 2 h; Potency, µM (doses to about 102 µM), for the others: at the highest dose activity, negative = inhibition, hits mostly inhibitors; 8.8% of 350,000 active; AID 504332; further: on the % scale 0 is the no-effect control and ±100 the full control effect; nearly all actives have a fitted effect of over 75% in size
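Chemiluminescent proximity detection of H3K9 monomethylation, read after 10 min bead incubation in the dark. Reaction: 20 nM G9a, 500 nM biotin-H3K9 peptide, 20 uM SAM cofactor, 2 h, room temperature, following 15 min enzyme-compound preincubation.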
Numbers without * were called inactive; i = inactive; ? = inconclusive; . = no result given; & = joins results of further samples; [ ] = another dose, or the depositor's remark. Unless noted, the call rests on the fitted dose curve; in most records, active means well fitted curve in the direction sought with a large enough effect; inconclusive means small, poorly fitted or top-dose-only effect, or another doubt; inactive means no such curve, though single readings can be large; an effect the other way counts as inactive or inconclusive. Potency means the concentration at half of the fitted maximal effect.

Start of the data: the first 3 records, to show the layout:
SMILES	GLS inh	Pol iota inh	BLM inh	BAZ2B inh	Pin1 inh	JMJD2A Tudor inh	Tb PGK inh	HP1b chromo inh	G9a block
COCCn1c(SCC(=O)Nc2ccc(F)cc2)nc2c([nH]c3ccccc32)c1=O	-4.2%	23.2%	-3.3%	-11.4%	-9.5%	-20.8%	i	27.1%	41.8%
O=C(CSC1=NS(=O)(=O)c2cc(F)ccc2N1)Nc1ccc(F)cc1	12.8%	5.0%	.	-6.6%	-2.5%	-2.9%	9.0%	26.3%	-27.2%
CCN(CC(=O)Nc1c(F)cccc1F)C(=O)CNC(=O)COc1ccccc1	-0.3%	25.3%	.	0.5%	-1.9%	-18.6%	-6.8%	51.1%[activator]	11.6%[0.501 µM]

The list itself, from the start:
SMILES	GLS inh	Pol iota inh	BLM inh	BAZ2B inh	Pin1 inh	JMJD2A Tudor inh	Tb PGK inh	HP1b chromo inh	G9a block
COCCn1c(SCC(=O)Nc2ccc(F)cc2)nc2c([nH]c3ccccc32)c1=O	-4.2%	23.2%	-3.3%	-11.4%	-9.5%	-20.8%	i	27.1%	41.8%
O=C(CSC1=NS(=O)(=O)c2cc(F)ccc2N1)Nc1ccc(F)cc1	12.8%	5.0%	.	-6.6%	-2.5%	-2.9%	9.0%	26.3%	-27.2%
CCN(CC(=O)Nc1c(F)cccc1F)C(=O)CNC(=O)COc1ccccc1	-0.3%	25.3%	.	0.5%	-1.9%	-18.6%	-6.8%	51.1%[activator]	11.6%[0.501 µM]
Cc1ccc(NC(=O)CCN2C(=O)c3ccccc3C2=O)cc1	8.2%	77.6%[activator]	-0.7%	-14.7%	0.7%	?	-1.4%	11.5%	7.1%
CC(=O)c1ccc(NC(=S)NCC(c2ccco2)N2CCCC2)cc1 (stereo unspecified)	-0.3%	-24.4%	-2.4%	-23.0%	-4.1%	-22.3%	-3.3%	25.4%	50.1µM*
Cn1c(=O)c(C(=O)Nc2ccccc2S(N)(=O)=O)c(O)c2ccccc21	-5.5%	-8.4%	-2.5%	-2.2%	-7.5%	0.7%[11.4 µM]	-0.9%	63.7%[activator]	.
O=C(NCc1cccnc1)c1cnc2n(c1=O)CCS2	2.3%	6.5%	6.5%	9.1%	-0.9%	-8.2%	0.2%	16.2%	-10.8%[59 µM]
COC(=O)c1cc(S(=O)(=O)NCCN2CCN(c3ccccc3F)CC2)c[nH]1	-8.8%	37.8%	-2.1%	-15.8%	0.0%	?	-9.1%	8.0%	4.7%[59 µM]
CCCCCCn1c(=O)[nH]c2c(c1=O)CCC2	7.4%	46.4%[activator]	-4.2%	-2.5%	-1.7%	-13.4%	-5.2%	23.3%	-0.6%[59 µM]
COc1ccc(C2c3c(n(C)c4ccccc34)C(=O)N2CC(=O)Nc2cc(Cl)ccc2C)cc1 (stereo unspecified)	-8.0%	11.3%	-16.9%	-19.8%	6.9%	-16.9%	-5.1%	-1.6%	-30.5%[59 µM]
COc1cccc(N=Nc2c(N)[nH][nH]c2=O)c1	?	67.7%[activator]	-9.7%	-36.6%	1.5%	-26.1%	-8.6%	-6.4%	4.47µM*
O=C1CC(c2ccc(Cl)c([N+](=O)[O-])c2)c2ccc3ccccc3c2N1 (stereo unspecified)	-2.1%	9.2%	-3.2%	-1.4%	8.5%	?	4.9%	1.2%	-17.6%[59 µM]
Cn1c(N)c(C(=O)COC(=O)c2ccc(-c3ccccc3)cc2)c(=O)n(C)c1=O	-1.2%	15.4%	.	.	2.2%	-22.8%	-9.2%	11.4%	.
COC(=O)c1ccc(N=Cc2c(C(F)(F)F)[nH][nH]c2=O)cc1	-5.3%	31.7%[activator]	-10.0%	-22.1%	4.8%	-6.0%	7.1%	22.4%	-14.3%
Cc1ccc(-n2nc(C)c3c(C(=O)Nc4ccccc4C(F)(F)F)cc(C)nc32)cc1	2.1%	13.1%	-1.2%	16.5%[57.1 µM]	7.0%	-5.5%	12.5%	37.7%	-4.9%[59 µM]
COc1ccccc1-c1nc2c3c(-c4ccccc4)c(-c4ccccc4)oc3ncn2n1	-4.7%	26.2%	0.8%	6.1%	-3.1%	-11.8%	i	43.8%[activator]	18.3%[59 µM]
O=C(CCCc1ccccc1)NCCS(=O)(=O)N1CCN(c2ccccc2F)CC1	-11.9%	16.0%	.	-4.6%	-1.9%	-6.2%	-1.4%	22.8%	5.6%[0.501 µM]
CCOc1cc(NC(=S)NCCCN2CCOCC2)c(OCC)cc1NC(=O)CC(C)C	4.4%	8.7%	2.6%	5.9%	-1.6%	-8.9%	-6.6%	25.2%	-2.7%[59 µM]
COc1ccccc1N(CCC#N)C(=O)CSc1ccc2c(c1)OCCO2	2.0%	-5.0%	-9.8%	-7.3%	1.6%	0.7%	-9.3%	32.8%	3.6%[59 µM]
CCc1noc(C)c1C(=O)NNC(=O)c1ccc(F)cc1	4.7%	15.6%	.	-10.5%	-0.6%	-13.1%	-7.1%	40.1%	5.0%
CC(=O)Nc1ccc(-n2c(C)c(C(C)=O)c(C(C)=O)c2C)cc1	-2.9%	-7.5%	-1.7%	-5.5%	0.3%	?	-7.0%	4.2%	0.2%
CCN(CCNc1ccc(Cl)cc1[N+](=O)[O-])C(=O)c1cc([N+](=O)[O-])c(N(C)C)cc1OC	0.4%	27.0%	-2.2%	?	6.1%	?	-3.3%	-26.0%	?
COc1ccc(NC(=O)N2CCCC(c3ccccc3)C2)cc1 (stereo unspecified)	12.3%	25.6%	-4.8%	-0.4%	-0.7%	-16.4%	-9.5%	8.7%	45.3%
O=C(Nc1ccc(S(=O)(=O)Nc2ccccn2)cc1)c1ccccc1	-7.1%	28.2%	-8.0%	-11.0%	4.2%	4.9%	-0.4%	46.8%[activator]	?
COc1ccc(NC(=O)CC2C(=O)N(c3ccc(Cl)cc3)C(=S)N2NC(=O)c2cccc(F)c2)cc1 (stereo unspecified)	-5.3%	-9.0%	-8.8%	-3.6%	2.0%	-5.5%	i	11.7%	16.4%[59 µM]
COc1cc(O)c(C(CC(=O)N2CCCC(C)C2)c2cc(OC)c(OC)c(OC)c2)c(OC)c1 (stereo unspecified)	19.7%	?	5.9%&-4.8%	-1.5%	-9.3%&2.1%	-15.9%&-19.6%	2.2%	17.5%&18.9%	21.0%[59 µM]
CCNC(=S)NNC(=O)c1ccc2ncccc2c1	20.0%	23.9%	-0.2%	-2.6%	2.6%	-21.9%	-10.6%	28.6%	-36.9%
CC(=O)N(C)c1ccc(N=NC2C(=O)N(C(N)=S)N=C2C)cc1 (stereo unspecified)	13.3%	9.7%	-1.4%	-7.2%[0.457 µM]	-2.2%	-8.5%	-10.5%	21.4%	?
Cc1ccccc1C(=O)NC(=S)Nc1sc2c(c1C#N)CCC(C)C2 (stereo unspecified)	24.1%	?	-12.6%	?	29.0%	?	1.2%	-33.5%	.
COc1cccc(-n2cnc3c(sc4nc(N5CCOCC5)c5c(c43)CCCC5)c2=O)c1	-10.7%	4.0%	2.7%	-17.4%	-0.5%	-10.5%	-6.0%	7.7%	-38.2%[12.7 µM]
c1ccc(Oc2cc(-n3cccn3)ncn2)cc1	-13.2%	0.3%	-3.8%	-10.6%	-4.1%	6.8%	-9.7%	30.9%	-27.4%[12.7 µM]
CC(/C=N/NC(=O)c1cccs1)=C\c1ccco1	0.8%	50.7%[activator]	-10.3%	.	11.8%	-8.2%	3.2%	8.6%	?
CC(=O)c1ccc(NC(=O)Nc2sc3nc4n(c(=O)c3c2C)CCC(C)CC4)cc1 (stereo unspecified)	3.2%	15.0%	-12.9%	-14.7%	6.0%	-21.1%	i	21.3%	-35.2%[59 µM]
O=C(Nc1ccnn1C1CCN(C2CCCCC2)CC1)c1cccc(F)c1	5.0%	4.7%	-8.0%	10.3%	-21.8%	25.1µM*	-1.3%	36.8%[activator]	.
COc1cc(S(=O)(=O)N(Cc2ccc(C)cc2)Cc2ccco2)ccc1-n1cnnn1	-8.6%	1.5%	-11.0%	-13.2%	0.1%	-16.1%	9.0%[11.5 µM]	13.9%	-2.5%
COc1ccc(-c2nc(SCC(=O)NC3CCCC3)c(-c3ccc(F)cc3)[nH]2)cc1	-10.6%	2.2%	-6.1%	-17.8%	-5.5%	?	i	2.4%	-39.2%[59 µM]
CC(C)C(=O)O/N=C(\N)c1ccccn1	7.4%	?	2.1%	3.9%	4.0%	-2.8%	9.8%	16.9%	-26.4%[59 µM]
Cc1ccc(NC(=O)C(C)N2C(=O)c3ccccc3C2=O)c(C)c1 (stereo unspecified)	8.4%	-4.8%	-3.1%	-23.0%	2.9%	-8.5%	0.6%	23.4%	21.3%
COc1cc(/C=N/NC(=O)CNC(=O)c2ccco2)ccc1O	-8.6%	11.2%	0.7%	-16.3%	-2.1%	-10.5%[57.1 µM]	i	3.9%	1.4%
CC1Cn2c(nnc2C23CC4CC(CC(C4)C2)C3)S1 (stereo unspecified)	0.1%	32.8%[activator]	0.1%	-6.4%	-15.2%	1.2%	-4.2%	30.8%	0.1%[12.7 µM]
O=C(NCc1ccco1)c1ccc(Oc2ccccc2)cc1	-8.2%	5.7%	0.7%	-12.9%	-3.9%	-31.5%	1.1%	-2.0%	?
O=C(CN1C(=O)CC(c2ccccc2)S(=O)(=O)c2ccccc21)N1CCCC1 (stereo unspecified)	9.1%	69.4%[activator]	0.4%	.	-3.1%	0.7%	-8.2%	28.5%	-27.7%
c1ccc(-c2cn3nc(-c4ccccc4)c(-c4ccccc4)nc3n2)cc1	-6.3%	10.2%	-6.7%	99.1%[activator]	?	72.8%[activator]	0.1%	189.2%[activator]	141.2%[activator][59 µM]
COCCn1c(SCc2ccc(OC)c(F)c2)nc2ccccc2c1=O	-3.0%	44.2%[activator]	-9.0%	60.3%[activator]	-3.9%	54.5%[activator]	5.9%	106.2%[activator]	70.7%[activator]
CCOC(=O)c1nn(-c2ccc(F)cc2)cc1O	3.2%	80.7%[activator]	-4.6%	.	3.8%	-0.7%	0.0%	17.3%	-43.7%
O=C(CSc1cccc2cccnc12)N/N=C/c1cccnc1	1.0%	10.6%	-9.7%	.	2.6%	-4.9%	-2.6%	14.2%	?

This is a subset; rates above refer to the full screens.
